Screens from PubChem.
CASP6 VEID inh = caspase-6 (human) enzyme inhibition; P55212; purified caspase-6, Z-VEID-R110 cleavage fluorescence; inhibition, % at 12.5 µM; 0.53% of 350,000 active; AID 686996;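 active = mean inhibition across replicates at least about 35%, with every replicate also reaching that limit, limit read from the data; inconclusive = only one of the two criteria met; inactive = neither criterion met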;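 note: 0% = median of neutral control wells and 100% = no fluorescence left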
F508del corr = correctors of CFTR F508del function in bronchial epithelial cells; CFBE cells, YFP halide quenching; stimulated with forskolin plus potentiator P3; % fluorescence drop versus neutral controls; activity (quench increase), % at 7.58 µM; 0.36% of 350,000 active; AID 720511;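 active = mean added fluorescence quench of at least 8% versus neutral control, with both replicates also reaching 8%; inconclusive = only one of the mean or replicate conditions met; inactive = mean below 8% and not both replicates reaching 8%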;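 note: cells transiently co-express mutant CFTR-F508del with the halide-sensitive YFP; corrector assay measuring rescue of mutant channel to the surface after 24 h compound exposure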
ERp5 inh = blocks human ERp5 reductase activity on insulin. AID 651711. 0.05% of 350,000 active. Q15084. ERp5 insulin aggregation, absorbance 650 nm, 90 min. inhibition, % at 9.99 µM;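 active = mean replicate inhibition above about 25%, with every replicate also reaching it, limit read from the data, passing the limit was not always enough; inconclusive = only one of those two criteria met; inactive = neither criterion met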
ERAP1 HTS inh = ERAP1 (human) enzyme inhibition. Q9NZ08. recombinant ERAP1, Leu-AMC fluorescence, 60 min. inhibition, % at 10.7 µM. 0.15% of 340,000 active. AID 652197;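 active = mean replicate inhibition of at least 30%, or all replicates individually reaching that 30% level; inactive = mean below 30% and not every replicate reaching it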;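 note: 0% = neutral control wells and 100% = L-leucinethiol positive control wells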
Target sequence (Q9NZ08 whole entry, looked up): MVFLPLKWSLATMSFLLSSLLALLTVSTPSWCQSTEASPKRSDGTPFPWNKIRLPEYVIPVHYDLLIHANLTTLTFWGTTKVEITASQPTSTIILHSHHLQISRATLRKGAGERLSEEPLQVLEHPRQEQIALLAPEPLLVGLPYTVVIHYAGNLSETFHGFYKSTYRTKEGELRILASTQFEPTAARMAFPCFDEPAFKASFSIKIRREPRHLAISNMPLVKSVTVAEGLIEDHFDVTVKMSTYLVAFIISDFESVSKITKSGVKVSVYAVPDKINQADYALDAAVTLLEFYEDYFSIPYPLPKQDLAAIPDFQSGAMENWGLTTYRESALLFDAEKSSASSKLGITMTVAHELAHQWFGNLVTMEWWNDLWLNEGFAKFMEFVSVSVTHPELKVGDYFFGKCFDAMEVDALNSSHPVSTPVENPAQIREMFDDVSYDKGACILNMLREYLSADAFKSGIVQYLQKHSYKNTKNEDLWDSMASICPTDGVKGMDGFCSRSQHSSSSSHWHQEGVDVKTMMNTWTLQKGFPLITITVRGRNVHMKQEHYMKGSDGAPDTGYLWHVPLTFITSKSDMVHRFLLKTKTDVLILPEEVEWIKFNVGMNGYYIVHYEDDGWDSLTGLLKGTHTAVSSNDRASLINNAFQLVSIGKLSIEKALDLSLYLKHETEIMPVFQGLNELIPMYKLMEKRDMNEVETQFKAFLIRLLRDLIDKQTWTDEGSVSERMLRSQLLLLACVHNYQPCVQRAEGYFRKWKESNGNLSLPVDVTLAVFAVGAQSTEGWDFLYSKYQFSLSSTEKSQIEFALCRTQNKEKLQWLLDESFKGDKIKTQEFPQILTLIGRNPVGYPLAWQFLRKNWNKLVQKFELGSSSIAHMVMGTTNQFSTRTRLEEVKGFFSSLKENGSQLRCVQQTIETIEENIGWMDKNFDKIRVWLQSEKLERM
miR-122 sensor = miR-122 inhibition in Huh7 cells | 0.3% of 340,000 active | Huh7 miR-122 Renilla luciferase sensor, 48 h; neutral wells = 0, positive control = 100 | activation (reporter increase), % at 12.5 µM;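 active = mean replicate activation score at least 90 and every replicate individually at or above 90; inconclusive = only one of the two criteria met; inactive = neither criterion met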;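 note: higher luciferase means less miR-122 activity so hits act as miR-122 inhibitors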
DENV2 CPE = inhibitors of DENV2 cytopathic effect; DENV2-infected cells, cytopathic effect rescue, plate reader; 1.7% of 350,000 active; CPE inhibition, % at 9.99 µM; AID 651640; in the data active = CPE inhibition above about 20%, passing the limit was not always enough; inconclusive = no clear call, values can overlap the other calls; tested in BHK-21 cells;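 note: 0% = median of neutral control wells and 100% = median of positive control wells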
SIRT5 block = inhibitors of human sirtuin-5 desuccinylase; Q9NXA8; Purified SirT5, succinyl-peptide AMC, trypsin-coupled fluorescence; 1.1% of 330,000 active; inhibition, % at 15 µM; in the data active = inhibition above about 15%; inconclusive = no clear call, values can overlap the other calls
* hit, by the source's call; ? = inconclusive; . = no result given; & = joins results of further samples; ! = not active in a repeat; [ ] = dose if it differs, or a comment.

Values in the order – SIRT5 block, F508del corr, CASP6 VEID inh, ERp5 inh, ERAP1 HTS inh, DENV2 CPE, miR-122 sensor
> Nc1ccc(C(=O)N2CCN(S(=O)(=O)c3ccc4c(c3)OCCO4)CC2)cc1[N+](=O)[O-]
    2, -1.2, 4, 1, 0, -6, -4
> CCCN1C2CCCC1CC(NC(=S)NCCCOCC)C2 (stereo not given)
    0, -0.5, -7, 4, -5, 0, .
> CCc1ccc(C(=O)NNc2ccc(S(N)(=O)=O)cc2)cc1
    1, 2.7, 0, 5, 2, 3, 1
> COCCN(C(=O)COC(=O)Cc1c[nH]c2ccccc12)c1c(N)n(Cc2ccccc2)c(=O)[nH]c1=O
    -1, 0.9, -4, 0, 0, -1, 4
> CCOc1ccc(NS(=O)(=O)c2ccc(C(=O)NCC3(N(C)C)CCCCC3)cc2)cc1
    -1, 1.4, 2, 0, 1, -10, .
> CC(NC(=O)c1ccco1)c1nc(-c2ccc(Cl)cc2)no1 (stereo not given)
    0, -0.3, 2, 1, -9, 2, 2
> Cc1ccc(NS(=O)(=O)c2ccc3c(c2)CC(=O)N3)c(C)c1
    -6, -0.9, -2, -1, 4, -1, .
> O=C(CCc1ccccc1)NC(=S)Nc1cc(C(F)(F)F)ccc1N1CCOCC1
    -1, 0.1, 1, 5, 3, -3, 2
> C[C@H]1CN([C@@H](C)CO)C(=O)c2cc(C3=CCCCC3)cnc2O[C@H]1CN(C)C(=O)c1ccccc1
    -12, -0.8, 0, -1, 4, 3, .
> CCOC(=O)c1c(NC(=O)c2ccno2)c2cc([N+](=O)[O-])ccc2n1C
    -2, -1.8, -1, -3, -3, 84*, .
> COc1ccc(CCN2CC(C(=O)N(C)CCOc3ccccc3)CCC2=O)cc1 (stereo not given)
    -2, -0.4, 3, -2, 3, -1, 5
> CCOc1ccccc1-n1nnnc1SCC(=O)NCc1ccco1
    -3, -0.6, 2, 5, 5, 0, .
> Cc1sc2nc(SCC(=O)Nc3ccc(S(N)(=O)=O)cc3)[nH]c(=O)c2c1C
    1, 4.2, 3, -7, -1, 8, -5
> Cc1cccnc1NC(=O)C(c1ccccc1)c1ccccc1
    -3, 0.9, 0, 7, -2, 2, -2
> CN(Cc1ccc(F)cc1)C(=O)c1cccc(S(=O)(=O)N2CCN(c3ccc(F)cc3)CC2)c1
    -2, 0.6, 7, 4, -2, -5, -2
> O=S(=O)(N(Cc1ccccc1)[C@@H](CO)Cc1ccccc1)N(Cc1ccccc1)[C@@H](CO)Cc1ccccc1
    -1, -2.0, 1, -2, 0, ?, -2
> CCCC#Cc1ccc2c(c1)O[C@@H](CN(C)CC1CCCC1)[C@H](C)CN([C@H](C)CO)S2(=O)=O
    ., -0.3, -2, -4, 0, 60*, .
> COCC(=O)Nc1cc(Cl)c(OC)cc1OC
    -3, ., -6, -1, 6, ., .
> COc1ccc(CNC(=O)C[C@H]2C=C[C@@H](NC(=O)CN(C)C)[C@H](CO)O2)cc1
    2, -2.3, -1, 2, 0, 3, .
> CCc1cccc(NC(=O)CSc2nc(C)cs2)c1
    -1, -2.1, -3, 5, -3, 1, -2
> COc1cccc(N2CCN(C(=O)c3ccc(-c4ccccc4)cc3)CC2)c1
    0, 0.5, 14, 6, -3, -4, 0
> C[C@H](CO)N1C[C@H](C)[C@H](CN(C)Cc2ccc3c(c2)OCO3)Oc2ccc(NC(=O)Cc3ccccc3)cc2CC1=O
    5, 1.9, 2, -2, -1, 4, 9[16.7 µM]
> CC(=O)Nc1ccc(N(C(=O)c2ccco2)C(C(=O)NC2CCCC2)c2ccc(N(C)C)cc2)cc1 (stereo not given)
    0, -1.7, 9, 1, 5, 7, 7
> C[C@H](NC(=O)C[C@@H]1CC[C@@H](NC(=O)Cc2ccccn2)[C@H](CO)O1)c1ccccc1
    2, 2.6, 1, 0, 1, 0, 16[16.7 µM]
> CCN(CC)CCN(Cc1cc2cc(C)ccc2[nH]c1=O)C(=S)NCc1ccco1
    ., ., -2, 0, -4, 8, .
> O=C(NN=Cc1ccc2c(c1)CCN2)c1cccs1
    ., -0.9, -1, 2, 3, 2, .
> COc1ccc(OC)c(S(=O)(=O)N2CCN(c3ccccc3OC)CC2)c1
    1, 4.4, -7, -1, 3, ?, 6
> COc1cccc(NC(=O)c2c([N+](=O)[O-])cnn2C)c1
    -3, 1.8, 0, 6, 0, -1, .
> C[C@@H]1CN([C@@H](C)CO)C(=O)c2cccc(NC(=O)C3CCOCC3)c2O[C@@H]1CN(C)Cc1ccc(Oc2ccccc2)cc1
    -2, -0.5, 2, 1, -1, 3, 30[16.7 µM]
> CCCCN1C(=O)C(CC(=O)NCCN2CCOCC2)CC(C(=O)N2CCOCC2)=C1C (stereo not given)
    -6, -3.5, -1, -6, ., ?, -2
> O=C(Nc1cccnc1)C1CC(c2ccccc2O)=NO1 (stereo not given)
    ., ., 1, -2, 0, ., 0
> C[C@H]1CN([C@@H](C)CO)C(=O)c2c(c3ccccc3n2C)-c2ccccc2CO[C@H]1CN(C)Cc1cccc(C(F)(F)F)c1
    12, -1.2, 1, 1, -4, ?, .
> CC(=O)c1c(C)[nH]c(C(=O)OCC(=O)C(C)(C)C)c1C
    -5, 1.2, -1, -2, 0, -5, .
> CC1(Cc2ccc(F)c(Cl)c2)C(=O)Nc2c(Cl)cccc21 (stereo not given)
    -4, 0.3, 2, 5, -3, 0, -4
> Cc1ccsc1C(=O)N1CCC1(C)C(=O)NCCC#N (stereo not given)
    -5, 0.2, -1, -8, 11, 7, -6
> C[C@@H]1CN([C@H](C)CO)C(=O)c2cc(NC(=O)Cc3cn(C)c4ccccc34)ccc2O[C@H]1CN(C)Cc1ccc(C(=O)Nc2ccccc2N)cc1
    ., 1.4, 0, -5, -2, 2, 5[16.7 µM]
> C[C@@H]1CN([C@H](C)CO)C(=O)Cc2cc(NC(=O)Nc3ccc(F)cc3)ccc2O[C@@H]1CN(C)C(=O)Nc1ccc2c(c1)OCO2
    -5, 3.4, -1, -8, 0, -5, 1[16.7 µM]
> CC(=O)NNS(=O)(=O)c1ccc(-c2cc(C(F)(F)F)n(C)n2)s1
    -1, 0.2, -1, 7, 5, -3, .
> COc1ccc(NC(=O)NCCCN2CCc3ccccc3C2)cc1
    ., -0.9, -10, -3, ., 18, -1
> Cc1c(C(=O)c2ccc([N+](=O)[O-])cc2)c(=O)n(C)c(=O)n1C
    -1, ., 1, 1, -4, 0, -21
> CCS(=O)(=O)N1CC2(C1)CN(S(=O)(=O)c1cn(C)cn1)[C@H](CO)c1[nH]c3cc(OC)ccc3c12
    -1, 1.5, 1, 2, -4, -10, .
> C[C@@H]1CN([C@@H](C)CO)C(=O)Cc2cc(NC(=O)Nc3ccc(F)cc3)ccc2O[C@@H]1CN(C)Cc1ccc(C(=O)O)cc1
    0, -1.5, 3, 2, 6, ?, 2[16.7 µM]
> CN1C(=O)c2cc(NC(=O)Cc3ccccc3)ccc2OC[C@@H]2O[C@H](CC(=O)NCc3ccc(Cl)cc3)CC[C@H]21
    ., 10*, ., ., ., 4, 3[16.7 µM]
> COc1cccc(-n2c(=O)c3sccc3n(CC(=O)NC3CCCCC3)c2=O)c1
    -2, -0.2, 3, -1, -1, 5, .
> COc1ccc(CCN2C(=O)CC(C(N)=O)SC2=Nc2ccccc2)cc1 (stereo not given)
    -5, -1.8, 6, 7, 2, 4, -1
> CCCC[C@@H]1CCCO[C@@](C(=O)NCc2cc(C)n(C)n2)(C(F)(F)F)C1
    -3, -1.1, 1, 0, 9, 3, -4
> CNC(=O)C[C@H]1CC[C@@H]2[C@H](COc3ccc(NC(=O)c4ccc(F)cc4)cc3C(=O)N2C)O1
    -2, 3.7, -3, 5, 2, ?, -3[16.7 µM]
> COc1ccc(C(C(=O)NC(C)(C)C)N(C(=O)CCC(=O)Nc2cc(C)on2)c2c(C)cccc2C)cc1 (stereo not given)
    0, -3.2, 4, 5, -3, 7, 1
> COc1ccc(N2CCN(C(=O)COC(=O)CSc3ccccc3)CC2)cc1
    0, 1.7, -4, 1, -1, 0, -1
> COCCCNC(=O)C1CCC(CNS(=O)(=O)c2ccc(Cl)cc2)CC1 (stereo not given)
    1, -2.1, -1, 3, 1, 1, -3
> Cc1cccc(C)c1-n1nnnc1C1c2ccccc2C(=O)N1CCCn1ccnc1 (stereo not given)
    -2, -1.5, -3, 1, ., -1, .
> CC(=O)Nc1ccc(Cl)c(-c2nc3ncccc3o2)c1
    13, -1.4, -1, -2, -1, ?, 4
> COc1ccccc1C(O)(C(=O)NNc1ccccc1C)c1ccccc1OC
    1, -2.4, -2, 1, 0, 2, -4
> O=C(COc1ccc(Cl)cc1Cl)NNC(=S)NC(=O)c1ccco1
    0, -0.3, 1, 2, ., -1, -9
> NCC1CC2c3ccccc3C1c1ccccc12 (stereo not given)
    -2, 2.3, -2, -3, -3, -2, 6
> c1ccc2c(c1)c1cccc3ccc4cccc2c4c31
    ., -1.3, -2, 1, -3, 3, 0
> C[C@@H]1CN([C@@H](C)CO)S(=O)(=O)c2ccc(-c3ccccc3F)cc2O[C@@H]1CN(C)C
    -2, -2.3, 2, -2, -4, 13, 17[16.7 µM]
> CN(Cc1ccccc1)C(=O)c1ccc(Cl)c([N+](=O)[O-])c1
    -3, 2.0, 1, -1, 3, -5, .
> CCCC#Cc1ccc2c(c1)O[C@H](CN(C)S(=O)(=O)c1cccc(OC)c1)[C@H](C)CN([C@H](C)CO)S2(=O)=O
    17*!, -3.3&0.1&-2.5, 3&-2&3, -3&-9&0, 0&1&-5, 0&10&2, 57
> CC1(C(=O)NS(=O)(=O)c2ccc(C#N)cc2)CCN1C(=O)c1ccccc1CCc1ccccc1 (stereo not given)
    3, 1.5, 3, 2, 2, -9, -7

Following part:
Values in the order – SIRT5 block, F508del corr, CASP6 VEID inh, ERp5 inh, ERAP1 HTS inh, DENV2 CPE, miR-122 sensor
> C[C@@H]1CCCCO[C@H](CN(C)C(=O)Nc2ccc(C(F)(F)F)cc2)[C@@H](C)CN([C@@H](C)CO)C(=O)c2cc(NS(=O)(=O)c3cn(C)cn3)ccc2O1
    2, -2.8, 2, -6, 2, -6, 2[16.7 µM]
> CCOc1ccccc1NC(=O)CCc1nnc2ccc(N3CCC4(CC3)OCCO4)nn12
    -2, -1.7, 1, 4, -1, -2, 1
> C[C@H]1CN([C@@H](C)CO)C(=O)c2cccc(NS(=O)(=O)c3ccc(F)cc3)c2O[C@H]1CN(C)S(=O)(=O)c1ccccc1
    3, -0.4, ., ., 0, -1, 0[16.7 µM]
> CCCC(=O)Nc1ccc2c(c1)OC[C@@H](C)N(CC1CCCC1)C[C@@H](C)[C@H](OC)CN(C)C2=O
    2, -1.5, -2, 10, -4, 12, .
> NC(N)=Nc1nc2ccc(Cl)cc2c(=O)[nH]1
    ., 0.4, -4, 4, 7, -3, -4

7 entries drawn at random from the list so far:
Values in the order – SIRT5 block, F508del corr, CASP6 VEID inh, ERp5 inh, ERAP1 HTS inh, DENV2 CPE, miR-122 sensor
> C[C@H](NC(=O)C[C@@H]1CC[C@@H](NC(=O)Cc2ccccn2)[C@H](CO)O1)c1ccccc1
    2, 2.6, 1, 0, 1, 0, 16[16.7 µM]
> C[C@H]1CN([C@@H](C)CO)C(=O)c2cccc(NS(=O)(=O)c3ccc(F)cc3)c2O[C@H]1CN(C)S(=O)(=O)c1ccccc1
    3, -0.4, ., ., 0, -1, 0[16.7 µM]
> CCS(=O)(=O)N1CC2(C1)CN(S(=O)(=O)c1cn(C)cn1)[C@H](CO)c1[nH]c3cc(OC)ccc3c12
    -1, 1.5, 1, 2, -4, -10, .
> CC(=O)Nc1ccc(Cl)c(-c2nc3ncccc3o2)c1
    13, -1.4, -1, -2, -1, ?, 4
> CCCCN1C(=O)C(CC(=O)NCCN2CCOCC2)CC(C(=O)N2CCOCC2)=C1C (stereo not given)
    -6, -3.5, -1, -6, ., ?, -2
> COc1ccc(NC(=O)NCCCN2CCc3ccccc3C2)cc1
    ., -0.9, -10, -3, ., 18, -1
> C[C@@H]1CN([C@H](C)CO)C(=O)Cc2cc(NC(=O)Nc3ccc(F)cc3)ccc2O[C@@H]1CN(C)C(=O)Nc1ccc2c(c1)OCO2
    -5, 3.4, -1, -8, 0, -5, 1[16.7 µM]
